# PTAP TSG101 blk = blocks PTAP/TSG101 interaction to inhibit HIV-1 budding; Fluorescence polarization, FITC-PTAP peptide / Tsg101 binding; 340,000 tested, under 10 active; Potency, µM (titrated, usually from 115 µM), inactives show at the top dose activity change, negative = inhibition, most hits filed as inhibitors; AID 493005; active = well fitted inhibition curve with a large enough effect in the main read-out, with a control signal flat, not every such curve was filed as active; inconclusive = small, poorly fitted or top-dose-only effect, or effect the other way, or a change in a side signal; inactive = no such curve, though single readings can be large or run the other way; also: potency is read from the fitted curve at half-maximal effect; % of control where 0% means no effect
#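 Tsg101 binding domain (10 uM final) was mixed with compound and a FITC-labeled PTAP peptide (50 nM final) in HEPES pH 7.5 buffer with NaCl, Tween 20, EDTA and TCEP; fluorescence polarization was read after 20 min at r.t.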
# uPA generation = cell surface uPA generation inhibition; cell surface uPA generation assay, qHTS; Potency, µM (doses to about 38.3 µM), inactives show at the highest dose activity change, negative = inhibition, usual class: inhibitors; 0.31% of 330,000 active; active = well fitted inhibition curve with a large enough effect; inconclusive = small, poorly fitted or top-dose-only effect; inactive = no such curve, though single readings can be large or run the other way; tested in mouse RAW 264.7 cells; also: potency is read from the fitted curve at half-maximal effect; % is scaled to controls: 0 for no effect and ±100 for the full control effect; nearly all actives have a fitted effect of over 55% in size
# Chronic BCR inh = chronic active BCR signaling inhibition. ABC-DLBCL IkBa-CBG/CBR reporter, luminescence ratio, 4 h. 0.05% of 340,000 active. AID 493014. Potency, µM (series often up to 46.1 µM), for the others: top-dose ratio change, negative = lower green/red ratio, most hits filed as inhibitors; active = well fitted inhibition curve with a large enough effect in the signal ratio, with a control signal flat, not every such curve was filed as active; inconclusive = small, poorly fitted or top-dose-only effect, or effect the other way, or a change in a side signal; the % refers to the signal ratio;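 also: potency is read from the fitted curve at half-maximal effect; plate controls were basal doxycycline-induced cells for no effect and cells given 10 µM MG132 for full effect; MG132 reads +100%, hits lower the ratio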
#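 Compounds up to 46 uM were incubated four hours with TMD8 cells whose green CBG68 luciferase is fused to IkappaBalpha; red CBR luminescence normalised the signal, and concentration-effect curves were fitted to fusion, red and ratio data.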
# TCR activator = activators of T cell receptors; primary human leukocytes, anti-CD3, IL-2 HTRF, 48 h; Potency, µM (titrated, usually from 9.22 µM), for inactives: top-dose activation of IL-2 secretion, usual class: activators; 330,000 tested, under 10 active; also: % of control where 0% means no effect
#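 Activity was scored as IL-2 release from primary human leukocytes given only a TCR signal (a-CD3 beads) plus compound for 48 hr. Detection used a two-antibody HTRF format read at 665nm.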
# Mito fusion act = mitochondrial division inhibition or fusion activation; S. cerevisiae fusion-defective mutant growth rescue, CellTiterGlo 48 h; 0.23% of 320,000 active; Potency, µM (series often up to 46.1 µM), for inactives: at the highest dose growth rescue (activation), actives largely listed as activators; AID 485298;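 also: potency is read from the fitted curve at half-maximal effect; % of control where 0% means no effect; nearly all actives have a fitted effect of over 45% in size; temperature-sensitive fusion mutants such as fzo1-1 at 37 °C on non-fermentable ethanol glycerol medium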
#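 Compounds are tested for their ability to restore growth of mitochondrial fusion-defective yeast strains at non-permissive 37C in YPEG medium over 48 hours. Viability is quantified by luciferase luminescence.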
# Tb PFK block = blocks T. brucei phosphofructokinase | 0.17% of 330,000 active | O15648 | T. brucei PFK, ADP-Glo luminescence | Potency, µM (top dose mostly 57.5 µM), for inactives: at the top dose activity, negative = inhibition, usual class: inhibitors;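 also: potency is read from the fitted curve at half-maximal effect; 0% = uninhibited 1x PFK enzyme wells and -100% = no-enzyme wells; nearly all actives have a fitted effect of over 60% in size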
#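 Luminescent ADP detection (ADP-Glo, two-step: ATP depletion then ADP-to-ATP conversion for luciferase) reported PFK activity after 45 min room-temperature reaction of 1.25 nM enzyme with 0.5 mM F6P and 0.1 mM ATP at pH 8.0.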
# ELG1 repair inh = inhibitors of ELG1-dependent DNA repair in HEK293T cells; Potency, µM (highest dose often 46.1 µM), for inactives: top-dose activity change, negative = inhibition, usual class: inhibitors; HEK293T ELG1-luciferase reporter, luminescence, 16 h; DNA damage induced by 5-fluorouridine; AID 504467; 2.3% of 330,000 active; also: potency is read from the fitted curve at half-maximal effect; % is scaled to controls: 0 for no effect and ±100 for the full control effect; nearly all actives have a fitted effect of over 55% in size
#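 In this reporter screen, reduction of luminescence relative to DMSO vehicle indicated activity. Compounds and 5-fluorouridine were added together to 2,000 cells per well, incubated for 16 hr at 37 °C, then developed with ONE-Glo.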
# TSHR antag = human thyrotropin receptor antagonism; 0.2% of 330,000 active; activity change, negative = inhibition, % at 11.5 µM; AID 504810; P16473; TSHR-expressing cells, TSH-stimulated cAMP HTRF, 2 h; hits give low values;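 active = activity change below a set negative limit, meaning inhibition stronger than a set level, cut at about -70% in these data; inconclusive = activity change between two set negative limits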; also: % is scaled to controls: 0 for no effect and ±100 for the full control effect
# Target sequence (P16473 whole entry, looked up): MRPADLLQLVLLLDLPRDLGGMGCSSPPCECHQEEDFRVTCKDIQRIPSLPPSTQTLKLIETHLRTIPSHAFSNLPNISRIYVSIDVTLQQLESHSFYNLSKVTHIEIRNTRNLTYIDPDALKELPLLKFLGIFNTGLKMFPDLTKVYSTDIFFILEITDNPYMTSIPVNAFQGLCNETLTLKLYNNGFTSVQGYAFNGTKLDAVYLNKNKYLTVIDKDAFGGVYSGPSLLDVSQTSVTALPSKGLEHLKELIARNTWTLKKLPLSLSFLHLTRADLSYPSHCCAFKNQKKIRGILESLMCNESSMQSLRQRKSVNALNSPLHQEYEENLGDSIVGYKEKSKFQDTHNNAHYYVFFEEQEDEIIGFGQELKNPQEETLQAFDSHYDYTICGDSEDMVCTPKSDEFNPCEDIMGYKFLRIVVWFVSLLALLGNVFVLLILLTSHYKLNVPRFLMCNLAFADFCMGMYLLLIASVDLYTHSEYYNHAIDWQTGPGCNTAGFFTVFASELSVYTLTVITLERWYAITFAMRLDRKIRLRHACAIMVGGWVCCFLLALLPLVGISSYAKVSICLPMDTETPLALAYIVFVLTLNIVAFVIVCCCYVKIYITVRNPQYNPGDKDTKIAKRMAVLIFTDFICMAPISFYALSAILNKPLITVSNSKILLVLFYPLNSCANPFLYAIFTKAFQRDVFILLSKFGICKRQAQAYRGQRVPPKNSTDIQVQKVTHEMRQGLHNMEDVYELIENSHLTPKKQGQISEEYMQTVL
#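 TSHR-expressing cells were treated with compounds, then stimulated with TSH at EC80 (4nM final) for 2 hours at 37 deg C. Cellular cAMP was measured by HTRF competition between lysate cAMP and cAMP-d2 for a cryptate-labelled anti-cAMP antibody.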
# USP2a block = blocks human ubiquitin-specific protease USP2a; O75604; USP2 core, Ub-CHOP2 coupled fluorogenic reporter, 485/531; Potency, µM (doses to about 38.3 µM), for inactives: at the highest dose activity change, negative = inhibition, usual class: inhibitors; 0.01% of 330,000 active; AID 463254;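 also: potency is read from the fitted curve at half-maximal effect; plate controls were DMSO wells for no effect and full inhibition by NEM control for full effect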
#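 Deubiquitinase activity read as fluorescence (485/531 nm) after Ub-CHOP2 cleavage activates the enterokinase reporter on its substrate; USP2 core 10nM, Ub-CHOP2 and substrate 25nM each, 30min compound preincubation then 60min RT; data normalized to NEM, curves fitted.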
# Eya2 inh = Eya2 (human) phosphatase inhibition | recombinant Eya2, OMFP fluorescence dephosphorylation (OMFP is methylfluorescein phosphate) | Potency, µM (doses to about 76.9 µM), without a hit: top-dose activity, negative = inhibition, hits mostly inhibitors | O00167 | 0.006% of 330,000 active | AID 488837; also: potency is read from the fitted curve at half-maximal effect; % is scaled to controls: 0 for no effect and ±100 for the full control effect
#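 Eya2 protein (added as 0.2 uM solution) was preincubated with compound for 10 min at ambient temperature in 50 mM HEPES pH 7.5, 50 mM NaCl, 5 uM MgCl2, 0.05% BSA, 1 mM DTT. OMFP (added at 50 uM) then reacted 10 min; fluorescence read at 485/525 nm.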
# B2AR arrestin = agonists driving beta-arrestin recruitment to human beta2-adrenergic receptor; beta-arrestin recruitment to beta2AR, cell-based reporter; Potency, µM (series often up to 46.1 µM), for the others: top-dose activation, hits mostly activators; 0.02% of 330,000 active;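 also: potency is read from the fitted curve at half-maximal effect; 0% = DMSO controls and full agonism = EC100 isoproterenol or metaproterenol; nearly all actives have a fitted effect of over 65% in size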
# * hit, by the source's call; ? = inconclusive; · = not tested or not shown; [ ] = remark or other dose. Unless noted, calls follow the shape of the dose curve; as a rule, active = well fitted curve in the direction sought with a large enough effect; inconclusive = small, poorly fitted or top-dose-only effect, or another doubt; inactive = no such curve, though single readings can be large; an effect the other way counts as inactive or inconclusive.
# A first look, eight compounds:
SMILES,PTAP TSG101 blk,uPA generation,Chronic BCR inh,TCR activator,Mito fusion act,Tb PFK block,ELG1 repair inh,TSHR antag,USP2a block,Eya2 inh,B2AR arrestin
CCOc1ccc(S(=O)(=O)N2CC(=O)Nc3ccccc32)cc1C#N,-4%,4%,-3%,-10%,1%,0%,-27%,6,1%,8%,0.6%
COc1ccc(/C=C/C(=O)O)cc1S(=O)(=O)N1CCCC1,1%,1%,-2%,·,1%,-2%,5%,15,0%,4%,-0.4%
Cn1c(C=O)c(C#Cc2ccccc2)c2ccccc21,-1%,?,?,0%,2%,0%,-4%,-15,-2%,6%,-0.9%
CC(=O)Nc1ccc(S(=O)(=O)NCCC(=O)NC(C)c2cccs2)cc1 (configuration not stated),-1%,-6%,-4%,-5%,·,0%,4%,-2,2%,7%,-0.3%
Cc1cc2oc(=O)cc(COC(=O)Cn3cnnn3)c2cc1C(C)C,-5%,-6%,5%,-4%[46.1 µM],5%,-11%,0%,5,0%,-3%,0.1%
Cc1ccccc1NCC(=O)N/N=C\c1ccc2c(c1)OCO2,-2%,0%,?,·,0%,-3%,20%,7,-1%,6%,0.0%
Cc1ccc(COCCN2CCN(S(=O)(=O)c3ccccc3)CCC2=O)cc1,-4%,5%,-2%,-1%,2%,-5%,9%,26,-5%,-11%,-0.3%
CN(CC(=O)Nc1cccc(F)c1)C(=O)c1cccc2ccccc12,-2%,-3%,-11%,-6%,3%,0%,6%,-2,-1%,-10%,-0.1%

# The list itself, from the start:
SMILES,PTAP TSG101 blk,uPA generation,Chronic BCR inh,TCR activator,Mito fusion act,Tb PFK block,ELG1 repair inh,TSHR antag,USP2a block,Eya2 inh,B2AR arrestin
CCOc1ccc(S(=O)(=O)N2CC(=O)Nc3ccccc32)cc1C#N,-4%,4%,-3%,-10%,1%,0%,-27%,6,1%,8%,0.6%
COc1ccc(/C=C/C(=O)O)cc1S(=O)(=O)N1CCCC1,1%,1%,-2%,·,1%,-2%,5%,15,0%,4%,-0.4%
Cn1c(C=O)c(C#Cc2ccccc2)c2ccccc21,-1%,?,?,0%,2%,0%,-4%,-15,-2%,6%,-0.9%
CC(=O)Nc1ccc(S(=O)(=O)NCCC(=O)NC(C)c2cccs2)cc1 (configuration not stated),-1%,-6%,-4%,-5%,·,0%,4%,-2,2%,7%,-0.3%
Cc1cc2oc(=O)cc(COC(=O)Cn3cnnn3)c2cc1C(C)C,-5%,-6%,5%,-4%[46.1 µM],5%,-11%,0%,5,0%,-3%,0.1%
Cc1ccccc1NCC(=O)N/N=C\c1ccc2c(c1)OCO2,-2%,0%,?,·,0%,-3%,20%,7,-1%,6%,0.0%
Cc1ccc(COCCN2CCN(S(=O)(=O)c3ccccc3)CCC2=O)cc1,-4%,5%,-2%,-1%,2%,-5%,9%,26,-5%,-11%,-0.3%
CN(CC(=O)Nc1cccc(F)c1)C(=O)c1cccc2ccccc12,-2%,-3%,-11%,-6%,3%,0%,6%,-2,-1%,-10%,-0.1%
COc1ccc(CCNCc2csc3nc4ccccc4n23)cc1OC,-2%,-13%,-1%,0%,0%,-3%,-19%,-25,-1%,-2%,0.6%
Cc1cc(C)c(C#N)c(SCS(=O)Cc2ccc(Cl)cc2)n1 (configuration not stated),-8%,2%,1%,-5%,11%,-4%,1%,-10,5%,3%,0.1%
Cc1ccc(NC(=S)N2C3CCCC2CC(NC(=O)C2CC2)C3)cc1C (configuration not stated),0%,0%,-5%,-5%,-9%,5%,-3%,20,2%,2%,0.3%
CN1CCC(=NOc2ccc([N+](=O)[O-])cc2)CC1,-2%,1%,17%,-8%,-1%,-4%,?,12,-1%,-10%,-0.1%
Cc1ccc(CNC(=O)Cn2c([N+](=O)[O-])cnc2C)cc1,0%,-8%,?,1%,-3%,-11%,2%,-1,2%,2%,0.0%
O=S(=O)(NC1CCN(S(=O)(=O)c2c(F)cccc2F)C1)c1ccc2c(c1)OCCO2 (configuration not stated),·,3%,2%,11%,-8%,3%,?,-22,1%,10%,0.5%
c1n[nH]c(NCc2ccc3c(c2)OCO3)n1,0%,2%,0%,-5%,-5%,-3%,3%,6,0%,5%,-0.6%
CNC(=S)N1N=C(c2ccc(C)cc2)CC1c1ccc(OC)c(OC)c1 (configuration not stated),1%,-5%,?,23%[46.1 µM],-24%,-5%,2%,5,1%,-1%,0.0%
CCOCCCNC(=O)CNC(=S)N(Cc1ccccc1F)C1CCCCC1,-6%,·,0%,7%,-5%,-5%,-19%,14,-3%,-20%,-1.0%
C=CCCCCc1nc2ccccc2c(=O)n1N,-1%,4%,5%,2%[46.1 µM],1%,-2%,?,2,1%,0%,-0.4%
CC1CCN(C(=O)c2ccc(CSc3nc4ccncc4n3Cc3ccc(F)cc3)cc2)CC1,-2%,-7%,-9%,0%,-10%,-17%,?,1,-2%,1%,-0.6%
CCOC(=O)c1c(-c2ccccc2)c2cc(OC)ccc2n1CCCN(C)C,-1%,?,?,2%,-14%,-1%,?,36,-12%,-23%,0.0%
COCCNC(=O)c1onc(CSc2cccc(Cl)c2)c1C(=O)O,-7%,1%,?,4%,4%,-4%,-4%,0,-1%,-2%,-0.4%
O=C(Nc1ccccc1F)c1ccc2c(c1)CCN2S(=O)(=O)c1ccccc1,3%,-3%,?,6%,21%,1%,-28%,-5,5%,?,0.3%
CCOC(=O)c1c(C)n(C)c2ccc(OC(=O)c3ccc(N4C(=O)CCC4=O)cc3)cc12,-4%,-6%,-1%,-2%[46.1 µM],-4%,9%,-23%,3,-2%,-7%,2.6%
COc1ccc(C2CC(C(F)(F)F)n3nc(C(=O)N(C)Cc4cn(C)nc4C)c(Cl)c3N2)cc1 (configuration not stated),-1%,-3%,-17%,-30%,-1%,-1%,-24%,4,-2%,6%,0.3%
Cc1cc(/C=C2\SC(=O)N(C)C2=O)c(C)n1-c1cccc(C(=O)O)c1,-2%,16%,?,-3%,8%,-14%,?,-10,6%,-3%,0.2%
COc1ccc(OC)c(NC(=O)Cc2c(C(=O)O)n(C)c3ccccc23)c1,0%,6%,2%,0%,15%,6%,0%,18,5%,-1%,-0.1%
Cc1ccn2c(NC(=O)C(C)(C)Oc3ccc(Cl)cc3)c(-c3cccs3)nc2c1,1%,-5%,?,3%[46.1 µM],?,5%,?,-5,0%,-2%,-0.2%
Cc1ccc(C2CC(=O)c3cnc(N4CC(C)CC(C)C4)nc3C2)cc1 (configuration not stated),·,·,-1%,·,-1%,0%,-1%,4,4%,10%,-0.1%
C/C(=N/NS(=O)(=O)c1ccc(Br)cc1)c1c[nH]c2ccccc12,-4%,2%,3%,1%,1%,6%,24%,10,5%,-8%,-0.8%
CC(C)CCNC(=O)C1CC(c2ccccc2C(F)(F)F)=NO1 (configuration not stated),1%,5%,-1%,-20%,-5%,-3%,7%,-5,5%,-3%,-0.4%
CCC(C)NC(=O)Cn1cnc2sc(C)c(S(=O)(=O)N3CCN(c4ccccc4OC)CC3)c2c1=O (configuration not stated),-5%,3%,3%,0%,4%,3%,-5%,-4,4%,-4%,-0.2%
